# Assay outcomes (PubChem)
# UHRF1 MBD2 ctr: UHRF1 methylated DNA binding inhibitors, primary screen, counter-screen for MBD2 inhibitor project, biochemical, TR-FRET, human UHRF1, single concentration; 0.75% of 370,000 active; UHRF1 binding to methylated oligo; inhibition, % at 4.4 µM; in the data active means inhibition above about 21%;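 further: UHRF1 SRA domain binding a hemimethylated CpG hairpin DNA probe; 0% = median of test compound wells and 100% = reference inhibitor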
# PG9 binder: binders of HIV-1 gp120 antibody PG9, primary screen, biochemical, TR-FRET | HIV-1 gp120 / PG9 antibody interaction | TR-FRET gp120-PG9 antibody binding | inhibition, % at 6.7 µM | 0.43% of 360,000 active; in the data active means inhibition above about 8.5%
# HTRA1 inhibitor: HTRA1 serine protease inhibitors, primary screen, biochemical, fluorescence polarization, HTS | Q92743 | recombinant HTRA1, FP-rhodamine activity-based probe | inhibition, % at 5.96 µM | 0.5% of 340,000 active | AID 504803, 2011; in the data active means inhibition above about 36%;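 further: 0% = enzyme with DMSO and 100% = wells lacking enzyme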
# Target sequence (Q92743 whole entry, looked up): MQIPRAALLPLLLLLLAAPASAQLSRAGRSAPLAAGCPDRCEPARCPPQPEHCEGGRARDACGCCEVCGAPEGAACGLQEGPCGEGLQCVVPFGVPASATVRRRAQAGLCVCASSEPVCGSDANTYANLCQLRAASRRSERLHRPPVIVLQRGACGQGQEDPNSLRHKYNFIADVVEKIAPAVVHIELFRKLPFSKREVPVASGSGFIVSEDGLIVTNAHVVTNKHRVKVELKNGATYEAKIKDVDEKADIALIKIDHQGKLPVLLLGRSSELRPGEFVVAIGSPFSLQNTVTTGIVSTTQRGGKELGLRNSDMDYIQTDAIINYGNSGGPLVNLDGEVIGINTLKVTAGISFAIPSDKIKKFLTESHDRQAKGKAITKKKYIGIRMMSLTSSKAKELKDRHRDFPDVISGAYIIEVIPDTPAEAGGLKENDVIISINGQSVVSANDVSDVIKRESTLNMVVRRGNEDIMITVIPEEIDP
# Rev-erbA mod: modulators of Rev-erb alpha DNA binding, primary screen, biochemical, FITC-DNA, fluorescence polarization, uHTS | Nuclear receptor subfamily 1 group D member 1 (Homo sapiens), P20393 | Rev-erbα–FITC-DNA binding, 90 min | activity, % at 10 µM | 0.79% of 370,000 active;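 active means activity above about 14%, limit read from the data; passing the limit was not always enough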;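 further: 0% = DMSO wells with 35 nM protein and 100% = DMSO wells with 750 nM protein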
# Target sequence (P20393 whole entry, looked up): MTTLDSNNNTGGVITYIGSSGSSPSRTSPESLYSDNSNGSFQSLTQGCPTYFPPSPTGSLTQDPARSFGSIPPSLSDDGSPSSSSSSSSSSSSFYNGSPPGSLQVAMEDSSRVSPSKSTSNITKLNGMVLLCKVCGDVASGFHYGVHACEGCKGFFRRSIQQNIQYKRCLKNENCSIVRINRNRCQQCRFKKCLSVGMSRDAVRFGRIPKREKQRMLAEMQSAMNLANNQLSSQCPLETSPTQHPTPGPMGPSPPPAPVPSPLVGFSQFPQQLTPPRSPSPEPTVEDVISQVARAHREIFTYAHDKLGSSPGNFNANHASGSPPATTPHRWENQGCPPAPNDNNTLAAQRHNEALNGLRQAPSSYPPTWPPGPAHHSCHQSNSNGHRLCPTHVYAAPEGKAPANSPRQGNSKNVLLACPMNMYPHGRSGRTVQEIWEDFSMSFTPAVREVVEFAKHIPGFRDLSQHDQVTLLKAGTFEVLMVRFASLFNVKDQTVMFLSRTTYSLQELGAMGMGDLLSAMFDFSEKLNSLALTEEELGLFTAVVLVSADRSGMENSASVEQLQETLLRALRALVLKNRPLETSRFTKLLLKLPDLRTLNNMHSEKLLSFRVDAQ
# TCR-CD3 inh: inhibitors of human TCR-CD3 interaction, primary screen, biochemical, fluorescence, TAMRA-labeled TCR probe. inhibition, % at 9.4 µM. T-cell receptor (TCR). AID 651800, 2012. 0.37% of 360,000 active; in the data active means inhibition above about 19%;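 further: recombinant mutant TCR 2C K166C tagged with TAMRA read by polarization; 0% = receptor in buffer alone and 100% = receptor with positive control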
# PRMT1 inh: PRMT1 methyltransferase inhibitors, primary screen, biochemical, fluorescence polarization. Protein arginine N-methyltransferase 1 (Homo sapiens), Q99873. recombinant PRMT1, activity-based probe fluorescence polarization. inhibition, % at 2.79 µM. 1.3% of 370,000 active;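 active means inhibition above about 21% made by adding two undisclosed values, limit read from the data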
# rCAG RNA binder: binders of r(CAG) RNA repeats, primary screen, biochemical, fluorescence. r(CAG) RNA repeat, TO-PRO-1 dye displacement fluorescence. AID 651821, 2012. 1.3% of 370,000 active. inhibition, % at 3 µM;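 active means inhibition above the plate cutoff, the mean of all test compounds on that plate plus 3 SD, cut at about 35% in these data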;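 further: 0% = DMSO alone and 100% = 100 µM mitoxantrone as full dye displacement; higher means more dye released from RNA so lower well fluorescence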
# mABHD4 FP: ABHD4 inhibitors, primary screen, biochemical, fluorescence polarization, mouse; (Lyso)-N-acylphosphatidylethanolamine lipase (Mus musculus), Q8VD66; AID 720543, 2013; 0.54% of 370,000 active; purified mABHD4, FP-Rh probe fluorescence polarization; inhibition, % at 8.92 µM;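 active means inhibition exceeding the mean over every tested compound plus 3 SD, cut at about 30% in these data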;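 further: 0% = plate median of compound wells and 100% = S159A mutant with DMSO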
#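 Assay system: mABHD4 protein; medium: HEPES pH 7.0, NaCl, Pluronic buffer; dosing: 8.92 µM, single dose; schedule: 45 min + 60 min at 25 °C; signal: FP readout, ex 525 nm / em 598 nm; read-out: normalized percent inhibition of probe labeling; repeats: single replicate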
# MBD2 inh: inhibitors of MBD2 binding to methylated DNA, primary screen, biochemical, TR-FRET, DNA-binding domain, human | Methyl-CpG-binding domain protein 2 (Homo sapiens), Q9UBB5 | MBD2 binding to methylated oligonucleotide | inhibition, % at 4.4 µM | 0.31% of 370,000 active | AID 686964, 2013; in the data active means inhibition above about 13%
# LEDGF integ inh: blockers of LEDGF/p75-dependent integrase strand transfer – biochemical, TR-FRET, high throughput, primary screen; HIV-1 integrase (with human LEDGF/p75); TR-FRET IN-LEDGF/p75 DNA integration, Eu/Cy5; inhibition, % at 3.7 µM; 0.64% of 370,000 active; AID 743269, 2014;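 active means inhibition above the screen-wide mean plus 3 SD, cut at about 13% in these data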;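 further: signal is the Cy5 over europium emission ratio at 671 and 618 nm; 0% = plate median of compound wells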
# * marks the source's active call; other numbers are inactive results; . = not tested or not shown.
SMILES,UHRF1 MBD2 ctr,PG9 binder,HTRA1 inhibitor,Rev-erbA mod,TCR-CD3 inh,PRMT1 inh,rCAG RNA binder,mABHD4 FP,MBD2 inh,LEDGF integ inh
O=C(NCCCn1ccnc1)c1noc2c1CCc1ccccc1-2,-4,-1.9,1,-2,-1,0,0,-3,-4,4
NC(=S)N/N=C1\CC(n2nnnc2-c2ccccc2)C2COC1O2 (configuration not stated),-2,-1.7,0,-4,5,2,5,3,-1,-1
Cc1cccc(N=C2CCCC2C(=O)Nc2cccc(C)c2C)c1C (configuration not stated),-3,-0.6,6,-5,14,-1,1,-1,-4,2
O=C(COC(=O)c1ccc(S(=O)(=O)NCc2ccco2)cc1)Nc1ccccc1,-2,-2.5,-5,1,-3,-3,5,-6,1,2
Cc1ccsc1CNC12CC3CC(CC(C3)C1)C2,8,-2.6,3,1,-3,-4,1,-3,1,-3
Cc1cccc(Nc2nc3c(S(=O)(=O)c4ccccc4)nnn3c3ccccc23)c1,3,1.9,8,39*,8,-1,2,3,-4,0
COc1ccc(CC(N)c2csc(NC(=O)Nc3ccccc3C(C)C)n2)cc1 (configuration not stated),-1,-0.2,.,8,1,-1,19,9,4,3
CCOc1ccc(C(=O)Nc2cc3c(cc2N2CCCC2)n(CC)c(=O)n3CC)cc1OCC,4,-2.3,-6,-1,-2,5,-1,1,1,-3
O=C1NC[C@H](Cc2ccc(O)cc2)N(C[C@@H]2CCCN2C[C@H](Cc2ccccc2)N2C[C@H](Cc3ccc(O)cc3)N(CCc3ccccc3)C(=O)C2=O)C1=O,1,0.5,.,-8,-5,0,11,14,-5,9
CCOC(=O)c1c(CN2CCN(C)CC2)n(C)c2cc(Br)c(OC)cc12,4,0.3,-3,1,-1,-1,1,8,-5,3
COCCCNC(=S)NNC(=O)C1CC1c1ccc(C(C)(C)C)cc1 (configuration not stated),-1,0.1,6,-3,0,-1,-7,-4,3,-2
Cc1ccc(OCc2cc(C(=O)N(C)Cc3cnn(C)c3)no2)cc1C,0,0.5,1,-4,1,1,4,3,-6,1
COc1cc(C(=O)NCC(=O)NCCN2C(=O)S/C(=C\c3ccccc3Cl)C2=O)cc(OC)c1OC,-6,0.9,-1,-3,0,7,5,3,1,-1
COc1cc(OC)cc(C(=O)NCC(=O)OC2CCOC2=O)c1 (configuration not stated),-2,0.8,-3,0,1,0,1,3,0,-2
CC(CN1CCOCC1)OC(=O)C(C)(c1ccccc1)c1ccccc1 (configuration not stated),3,0.9,-1,1,-7,3,-10,8,-1,3
O=C(COn1nnc2ccc(S(=O)(=O)N3CCOCC3)cc21)NCCc1ccccc1,2,-0.3,0,0,-1,-2,3,-3,-1,4
O=C(/C=N/O)NCCCN1CCCCCC1,1,0.4,0,-2,3,0,1,-2,-2,-1
O=C(COC(=O)CCOc1ccccc1)NCc1ccco1,7,-0.1,-4,-4,0,5,10,0,2,5
c1ccc(C(Cc2nc(-c3ccccn3)no2)c2ccccc2)cc1,1,-0.1,-16,2,-12,0,1,-9,-2,-2
O=C(c1ccccc1-c1nc(-c2ccc(F)cc2)no1)N1CCCC1,1,-0.4,-4,4,2,1,-2,-4,3,1
O=C(CN1C(=O)NC2NC(=O)NC21)N/N=C/c1ccc(F)cc1 (configuration not stated),0,0.6,2,-4,2,-1,3,0,1,0
O=C(NCc1ccc(F)cc1)C(c1ccccc1)N(C(=O)c1csnn1)C1CCCC1 (configuration not stated),-1,0.0,-4,-9,1,1,-1,1,-1,-1
COC(=O)C(N)Cc1ccc(OC)c([N+](=O)[O-])c1 (configuration not stated),-3,1.6,-4,-4,3,-8,0,7,-4,4
O=c1cc(-c2ccccc2)[nH]n1-c1nc2ccccc2s1,-4,-2.3,8,-4,0,6,25,4,-4,0
Cc1ccc(NC(=O)c2nc(S(=O)(=O)Cc3ccccc3)ncc2Cl)cc1,-1,-0.2,-2,6,1,38*,0,-15,4,0
SMILES,UHRF1 MBD2 ctr,PG9 binder,HTRA1 inhibitor,Rev-erbA mod,TCR-CD3 inh,PRMT1 inh,rCAG RNA binder,mABHD4 FP,MBD2 inh,LEDGF integ inh
CSCCC(NS(=O)(=O)c1ccc2[nH]c(=O)c(=O)[nH]c2c1)C(=O)O (configuration not stated),-2,0.6,10,2,2,-7,-2,-2,-2,-1
CCN(CC)S(=O)(=O)c1ccc(N2CCCC2)c(NC(=O)C2CCCCC2)c1,1,-2.1,-1,-8,-1,-1,-1,-2,0,-2
COc1ccc(C(=O)NC(C)c2nnc(SCC(=O)NC3CCCC3)n2C)cc1 (configuration not stated),-2,-2.4,2,9,-3,-3,0,1,-3,1
COc1ccc(NC(=O)CSc2nnc(NC(=O)C3CC3)s2)cc1OC,-5,-1.1,5,0,5,-3,-3,-5,-8,-2
CN1/C(=C\C(=O)COC(=O)c2ccc([N+](=O)[O-])o2)C(C)(C)c2ccccc21,-4,-0.6,2,7,0,-2,-3,-7,-6,3
CCN(CC)S(=O)(=O)c1cccc(NC(=O)COC(=O)c2cc(=O)c3ccccc3o2)c1,-1,-1.2,6,0,-8,4,-1,5,6,-1
O=C(CNC(=O)Cn1ccc2ccccc2c1=O)NCCCN1CCCCCC1,2,1.8,-4,6,-1,2,-1,6,0,-3
Cc1cc(Sc2nc(NC(C)C)nc(NC(C)C)n2)nc(Cl)n1,0,-2.3,1,-3,8,-1,-4,1,1,7
CCn1c(O)c(N=Nc2ccc3ccccc3n2)c2ccccc21,-2,-3.1,1,3,8,-5,4,-6,-8,2
CCOC(=O)C1(Cc2cccc(F)c2)CCN(CCCn2cccn2)CC1,2,0.7,5,-1,-5,3,-9,-4,7,-7
CCC(CC)C(=O)Nc1c2c(nn1-c1ccc(C)cc1)CS(=O)(=O)C2,0,-1.3,1,-1,4,-5,-1,6,-3,-1
Cc1ccc(CN2CC34C=CC(O3)C(C(=O)NCc3ccc5c(c3)OCO5)C4C2=O)cc1 (configuration not stated),0,1.6,-1,1,2,0,-8,12,6,1
CC(C)C1=CC2C3C(=O)N(c4ccccc4)C(=O)C3C1C(=O)C2(C)O (configuration not stated),-3,-1.3,.,12,7,-3,2,2,-6,1
O=C(CCC1(C(=O)O)CCC(=O)NC1)NCc1ccccc1 (configuration not stated),0,-0.7,8,0,7,-2,3,-14,-6,5
CC1(C)C(=O)OC(c2ccco2)C(C)(C)C1=O (configuration not stated),1,-1.4,7,-1,0,0,5,-2,1,8
O=C(/C=C/c1cccc([N+](=O)[O-])c1)N(c1ccccn1)c1ccccn1,0,-3.0,8,2,2,0,14,1,1,1
CCc1cccc(C)c1NC(=O)CN1C(=O)NC(CCc2ccccc2)C1=O (configuration not stated),0,-0.2,0,-2,4,2,2,0,2,-1
CC1CCc2c(sc(NC(=O)Cn3nc(C(F)(F)F)c4c3CCCCC4)c2C#N)C1 (configuration not stated),0,-0.6,-6,3,3,-1,3,-5,-7,-1
COc1ccc(/C=c2\s/c(=C/C(=O)c3ccc(C)cc3)[nH]c2=O)cc1OC,-3,-0.7,-23,15,9,-9,24,-28,-8,0
COc1ccc(-c2cc(C)no2)cc1S(=O)(=O)NCC(C)c1ccccc1 (configuration not stated),-3,1.8,-54,-3,9,-4,4,-3,-4,3
CCCS(=O)(=O)c1nc(S(=O)(=O)c2ccc(C)cc2)c(N2CCCC(C)C2)s1 (configuration not stated),0,-0.5,-15,3,5,2,-3,4,-3,-1
CC(=O)c1ccc(S(=O)(=O)NCc2nnnn2-c2ccccc2)cc1,0,-2.3,3,-3,8,2,3,4,0,-3
COc1ccc(Cl)cc1NC(=O)C1CCCN(c2ncnc3c2nc2n3CCCCC2)C1 (configuration not stated),3,-1.5,2,5,10,1,2,-5,1,0
COc1cccc(NC(=O)CN(C)CC(=O)Nc2ccc3c(c2)CCC3)c1,-2,-2.6,-12,5,1,-1,-5,-3,2,4
CCCCOC(=O)c1c(C)oc2ccc(NS(=O)(=O)c3ccc4c5c(cccc35)C(=O)N4)cc12,0,-1.1,-69,-4,8,4,29,-59,1,3
Cn1nc(C(=O)NCc2ccc(F)cc2)cc1C(=O)NCc1ccc(F)cc1,-1,-2.8,-2,-8,7,-4,-3,13,-1,1

# Ordered by formula weight (lowest first): part of the list above.
SMILES,UHRF1 MBD2 ctr,PG9 binder,HTRA1 inhibitor,Rev-erbA mod,TCR-CD3 inh,PRMT1 inh,rCAG RNA binder,mABHD4 FP,MBD2 inh,LEDGF integ inh
O=C(CCC1(C(=O)O)CCC(=O)NC1)NCc1ccccc1 (configuration not stated),0,-0.7,8,0,7,-2,3,-14,-6,5
CCn1c(O)c(N=Nc2ccc3ccccc3n2)c2ccccc21,-2,-3.1,1,3,8,-5,4,-6,-8,2
Cc1cc(Sc2nc(NC(C)C)nc(NC(C)C)n2)nc(Cl)n1,0,-2.3,1,-3,8,-1,-4,1,1,7
CCC(CC)C(=O)Nc1c2c(nn1-c1ccc(C)cc1)CS(=O)(=O)C2,0,-1.3,1,-1,4,-5,-1,6,-3,-1
CSCCC(NS(=O)(=O)c1ccc2[nH]c(=O)c(=O)[nH]c2c1)C(=O)O (configuration not stated),-2,0.6,10,2,2,-7,-2,-2,-2,-1
COc1ccc(NC(=O)CSc2nnc(NC(=O)C3CC3)s2)cc1OC,-5,-1.1,5,0,5,-3,-3,-5,-8,-2
CCN(CC)S(=O)(=O)c1ccc(N2CCCC2)c(NC(=O)C2CCCCC2)c1,1,-2.1,-1,-8,-1,-1,-1,-2,0,-2
COc1ccc(C(=O)NC(C)c2nnc(SCC(=O)NC3CCCC3)n2C)cc1 (configuration not stated),-2,-2.4,2,9,-3,-3,0,1,-3,1
Cc1ccc(CN2CC34C=CC(O3)C(C(=O)NCc3ccc5c(c3)OCO5)C4C2=O)cc1 (configuration not stated),0,1.6,-1,1,2,0,-8,12,6,1
CC1CCc2c(sc(NC(=O)Cn3nc(C(F)(F)F)c4c3CCCCC4)c2C#N)C1 (configuration not stated),0,-0.6,-6,3,3,-1,3,-5,-7,-1
CCCS(=O)(=O)c1nc(S(=O)(=O)c2ccc(C)cc2)c(N2CCCC(C)C2)s1 (configuration not stated),0,-0.5,-15,3,5,2,-3,4,-3,-1
COc1ccc(Cl)cc1NC(=O)C1CCCN(c2ncnc3c2nc2n3CCCCC2)C1 (configuration not stated),3,-1.5,2,5,10,1,2,-5,1,0
CCN(CC)S(=O)(=O)c1cccc(NC(=O)COC(=O)c2cc(=O)c3ccccc3o2)c1,-1,-1.2,6,0,-8,4,-1,5,6,-1

# 2 neighbouring compounds already listed:
SMILES,UHRF1 MBD2 ctr,PG9 binder,HTRA1 inhibitor,Rev-erbA mod,TCR-CD3 inh,PRMT1 inh,rCAG RNA binder,mABHD4 FP,MBD2 inh,LEDGF integ inh
Cc1cccc(N=C2CCCC2C(=O)Nc2cccc(C)c2C)c1C (configuration not stated),-3,-0.6,6,-5,14,-1,1,-1,-4,2
O=C(COC(=O)c1ccc(S(=O)(=O)NCc2ccco2)cc1)Nc1ccccc1,-2,-2.5,-5,1,-3,-3,5,-6,1,2

# The list is partial, so the mix of outcomes need not match the whole.
